Bioassay records deposited in PubChem by National Center for Advancing Translational Sciences (NCATS).
MmCpn inh: M. maripaludis TRiC chaperonin inhibition; Potency, µM (titrated, usually from 76.9 µM), for the others: top-dose activity, negative = inhibition, hits mostly inhibitors; AID 504842; purified Mm-Cpn ATPase, ADP Transcreener TR-FRET; actives 0.031% (n = 330,000); further: potency means the concentration at half of the fitted maximal effect; on the % scale 0 is the no-effect control and ±100 the full control effect; nearly all actives have a fitted effect of over 80% in size
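ATPase read-out: TR-FRET ADP immunoassay (anti-ADP Eu cryptate vs ADP-d2), ex 320 nm, em 590/665 nm; signal drops as ADP forms. Enzyme 25 nM, ATP 10 uM, 30 min at 37°C after 10 min compound preincubation.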
Nrf2 ARE act: activators of Nrf2 (ARE) signaling; AREc32 ARE-luciferase reporter (MCF7-derived line), luminescence, 24 h; Potency, µM (titrated, usually from 46.1 µM), without a hit: at the top dose activation, actives largely listed as activators; actives 0.31% (n = 410,000); further: potency means the concentration at half of the fitted maximal effect; % of control where 0% means no effect; nearly all actives have a fitted effect of over 65% in size
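Reporter line AREc32 (ARE-Fluc), seeded overnight in OPTI-MEM with 5% FBS; compound pin-transferred, 24 hr at 37 deg C, 5% CO2; luminescent read-out.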
EPAC2 antag: antagonists of human EPAC2. Potency, µM (titrated, usually from 114 µM), for inactives: at the top dose activity, negative = inhibition, most hits filed as inhibitors. Q8WZA2. AID 720708. actives 0.18% (n = 360,000). EPAC2 GEF exchange of Rap1B-BODIPY-GDP, fluorescence; further: potency means the concentration at half of the fitted maximal effect; on the % scale 0 is the no-effect control and ±100 the full control effect; nearly all actives have a fitted effect of over 45% in size; many of its hits are not listed in these tables
Target sequence (Q8WZA2 whole entry, looked up): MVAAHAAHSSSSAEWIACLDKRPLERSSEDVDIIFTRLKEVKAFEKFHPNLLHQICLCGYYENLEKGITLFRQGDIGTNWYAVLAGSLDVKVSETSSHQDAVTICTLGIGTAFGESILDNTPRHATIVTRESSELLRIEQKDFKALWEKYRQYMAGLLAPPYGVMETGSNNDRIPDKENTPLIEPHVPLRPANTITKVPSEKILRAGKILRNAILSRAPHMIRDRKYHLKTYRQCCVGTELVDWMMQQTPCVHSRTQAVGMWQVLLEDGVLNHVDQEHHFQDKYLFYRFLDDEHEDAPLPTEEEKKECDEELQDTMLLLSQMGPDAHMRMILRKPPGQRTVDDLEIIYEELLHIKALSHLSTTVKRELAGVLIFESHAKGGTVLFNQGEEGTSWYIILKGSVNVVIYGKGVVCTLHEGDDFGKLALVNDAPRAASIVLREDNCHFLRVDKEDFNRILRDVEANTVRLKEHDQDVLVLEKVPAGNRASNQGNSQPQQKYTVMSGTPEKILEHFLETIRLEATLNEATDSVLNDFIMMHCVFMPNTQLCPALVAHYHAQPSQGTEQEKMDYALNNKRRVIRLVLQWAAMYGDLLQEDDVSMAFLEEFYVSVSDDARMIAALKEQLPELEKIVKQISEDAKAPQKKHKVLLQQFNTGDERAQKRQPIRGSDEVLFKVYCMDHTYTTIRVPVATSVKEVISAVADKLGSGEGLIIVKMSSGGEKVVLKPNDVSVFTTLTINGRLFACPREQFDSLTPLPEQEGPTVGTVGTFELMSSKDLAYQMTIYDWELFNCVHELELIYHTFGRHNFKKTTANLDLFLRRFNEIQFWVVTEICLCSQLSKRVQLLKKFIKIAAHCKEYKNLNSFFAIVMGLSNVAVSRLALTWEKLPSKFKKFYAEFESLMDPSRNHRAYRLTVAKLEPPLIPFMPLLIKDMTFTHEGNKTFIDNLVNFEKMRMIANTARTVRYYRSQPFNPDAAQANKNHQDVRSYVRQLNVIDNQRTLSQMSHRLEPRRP
Nrf2 inh: blocks Nrf2 signaling. A549 ARE-Fluc reporter, luciferase luminescence, 18-24 h. Potency, µM (series often up to 46 µM), without a hit: at the top dose activity change, negative = inhibition, most hits filed as inhibitors. AID 504444. actives 2.1% (n = 360,000); further: potency means the concentration at half of the fitted maximal effect; on the % scale 0 is the no-effect control and ±100 the full control effect; nearly all actives have a fitted effect of over 60% in size
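Nrf2 activity is the BugLite luminescence, read 15 min after reagent at room temperature, following CellTiter-Fluor cytotoxicity readout (30 min, 37C). Compound titrations were applied for 18-24 h to 5000 A549 ARE_Fluc cells/well in 5% FBS OPTI-MEM.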
EPAC2 agonist: EPAC2 (human) agonism; Q8WZA2; EPAC2 activation, biochemical qHTS; response scale: 100% = 6.5 mM cAMP response; Potency, µM (highest dose often 154 µM), for the others: at the highest dose activation, usual class: activators; actives 0.079% (n = 360,000); further: potency means the concentration at half of the fitted maximal effect; nearly all actives have a fitted effect of over 50% in size
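In this primary screen, activation is scored as increased exchange of BODIPY-GDP from Rap1B by 100 nM EPAC2, with 50 uM GDP as competitor. Signal is normalized to the 6.5 mM cAMP agonist control.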
TGFb SMAD3 inh: blocks TGF-b signaling; HepG2 CAGA-GFP TGF-b/SMAD3 reporter, GFP fluorescence, 18 h; TGF-beta stimulated, 500 pg/mL final; Potency, µM (doses to about 46.1 µM), without a hit: at the top dose activity, negative = inhibition, usual class: inhibitors; actives 1.2% (n = 410,000); AID 588855; further: potency means the concentration at half of the fitted maximal effect; on the % scale 0 is the no-effect control and ±100 the full control effect; nearly all actives have a fitted effect of over 65% in size
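Per well, imaged GFP fluorescence of HEPG2 CAGA-GFP cells gives the signal; cells get compound, then TGF-beta (500 pg/mL final), 18 h at 37 degrees C; %Activity versus -TGF-beta and +DMSO controls.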
A549 viability: kills or reduces viability of A549 cells in Nrf2 counter-screen; actives 0.16% (n = 390,000); Potency, µM (series often up to 46 µM), for inactives: at the highest dose activity change, negative = cytotoxicity, most hits filed as inhibitors; AID 504648; A549 ARE-Fluc cells, CellTiter-Fluor viability, 18-24 h; further: potency means the concentration at half of the fitted maximal effect; on the % scale 0 is the no-effect control and ±100 the full control effect
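A549 ARE_Fluc cells in 5% FBS OPTI-MEM were exposed to compounds in concentration-response for 18-24 h at 37 deg C. Viability was read by CellTiter-Fluor fluorescence (Ex 405/Em 525) after 30 min, before the luciferase read.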
Akt phos inh: blocks phosphorylation of Akt. Neuro2A IGF-stimulated pAkt S473 HTRF, 20 min; hits give low values. activity change, % for hits at 50 µM. actives 0.32% (n = 360,000). AID 651550; in the data active means activity change below about -80%; inconclusive means mostly about -51% to -80%; further: on the % scale 0 is the no-effect control and ±100 the full control effect
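Single-point screen (50 µM final compound) in Neuro2A cells stimulated 20 min with 6 nM IGF at 37 deg C. After lysis, Ser473-phosphorylated Akt read by HTRF (ex 330 nm, em 615/665 nm) as the 665/615 ratio.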
CCT modulator: cytosolic chaperonin activity modulation. actives 0.3% (n = 360,000). AID 651819. activity change, % (test concentration not listed), hits read low. purified chaperonin ATPase assay, HTRF ADP detection, 30 min; in the data active means activity change below about -30%; further: on the % scale 0 is the no-effect control and ±100 the full control effect
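ATPase activity: ADP formed was measured by HTRF Transcreener (665/615 nm ratio) after 30 min at 37 deg C with 10 uM ATP. Compounds screened at one 76 uM concentration against 40 or 20 nM TRiC in Tris pH 7.4/KCl/MgCl2/DTT buffer.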
An asterisk follows results filed as active; i = inactive; ? = inconclusive; / = no result given; & = joins results of further samples; [ ] = another dose, or the depositor's remark. Unless noted, the call rests on the fitted dose curve; in most records, active means well fitted curve in the direction sought with a large enough effect; inconclusive means small, poorly fitted or top-dose-only effect, or another doubt; inactive means no such curve, though single readings can be large; an effect the other way counts as inactive or inconclusive. An excerpt, so the mix of outcomes need not match the whole.

cpd	compound	MmCpn inh	Nrf2 ARE act	EPAC2 antag	Nrf2 inh	EPAC2 agonist	TGFb SMAD3 inh	A549 viability	Akt phos inh	CCT modulator
1	CCN(CC(=O)Nc1ccc(NC(C)=O)cc1)C(=O)c1cccc(-n2cccc2)c1	0%	3.2%	0%	-9%	2%	1%	-9%	i	-4.1
2	O=C(Nc1ccccc1F)c1cc(S(=O)(=O)N2CCOCC2)ccc1N1CCOCC1	-1%	0.2%	2%	1%	-6%	?	2%	i	-19
3	Cc1ccc(S(=O)(=O)CCSC(=N)N)cc1	1%	?	2%	?	-3%	?	-10%	i	1.4
4	Cc1ccc(Cl)cc1N1CCN(C(=O)c2c(C)oc3ncnc(N4CCCCC4)c23)CC1	/	-2.4%	/	-28%	/	?	-9%	/	/
5	O=C(CSc1ncn[nH]1)NC1CCCc2ccccc21 (centres undefined)	-2%	-0.4%	-3%	5%	11%	-2%	-8%	i	-1.9
6	C=CCn1c(C)cc(C(=O)COC(=O)COc2ccccc2C#N)c1C	2%	-0.5%	0%	8%	3%	-2%	-12%	i	0.7
7	COC(=O)c1cc(S(=O)(=O)N2CCN(Cc3ccccc3)CC2)c[nH]1	2%	-0.3%	5%	?	-2%	-18%	3%	i	0.6
8	CC(=O)N1c2ccc(S(=O)(=O)N3CCC(C(=O)NCCc4ccc(Cl)cc4)CC3)cc2CC1C (centres undefined)	1%	0.1%	-8%	?	8%	?	4%	i	-1.6
9	Cc1ccc(NC(=O)c2sccc2C)cc1[N+](=O)[O-]	-1%	6.2%	-4%	?	8%	44%[activator]	-1%	i	1.7
10	Cc1oc(C)c2c(=O)cc(-c3ccc4c(c3)OCO4)cc(OC(=O)c3cccc(Br)c3)c12	/	4.3%	/	17%	/	41%[activator]	-5%	/	/
11	CCc1nnc(NS(=O)(=O)c2ccc(N/C=C\C(=O)c3ccc4ccccc4c3)cc2)s1	0%	0.2%	-8%	?	6%	?	?	i	-1.0
12	COc1ccc(N(C(=O)CCl)C(C(=O)NC2CCCCC2)c2cccnc2)cc1 (centres undefined)	-1%	?	-1%	-12%	4%	8.9µM*	-15%	i	-0.8
13	Cc1cc(C(=O)NNC(=O)COc2ccccc2Cl)n[nH]1	2%	2.6%	0%	15%	8%	-1%	2%	i	1.7
14	COCCN(C(=O)CSc1nnc(-c2ccccc2C)n1C)c1c(N)n(Cc2ccccc2)c(=O)[nH]c1=O	0%	2.3%	4%	-1%	-2%	2%	5%	i	1.4
15	COc1ccc2cc3c(N)nn(C(=O)c4ccccc4Cl)c3nc2c1	1%	-1.5%&-2.1%	5%	9.2µM*	3%	?	-3%&-18%	i	0.7
16	CC(=O)Nc1ccc(NC(=O)C/C(C)=N/NC(=O)COc2cc(C)c(Br)cc2Br)cc1	4%	-0.2%	-11%	-13%	-6%	7%	1%	i	0.6
17	Cc1cc(C)cc(N2CC(O)Cn3c2nc2c3c(=O)[nH]c(=O)n2C)c1 (centres undefined)	2%	3.6%	-5%	6%	7%	?	-12%	i	-2.3
18	O=C(Nc1nc2c(F)cc(F)cc2s1)C1CCN(C(=O)c2ccc(F)cc2)CC1	-1%	4.1%	20%	?	9%	-8%	-1%	i	0.8
19	Cc1ccc(-c2nnc(CSc3nnc(C)s3)o2)cc1	3%	2.5%	-1%	?	1%	25%	1%	i	2.4
20	COc1ccccc1NC(=O)c1ccccc1SC	0%	-0.4%	5%	-12%	-2%	-20%	-12%	i	0.4
21	O=C(O)Cn1cc(/C=C2/NC(=O)N(c3ccc(Cl)cc3)C2=O)c2ccccc21	-3%	0.4%	5%	1%	-3%	-1%	?	i	-1.8
22	CCCCC(=O)N(C)c1c(C)nc2ccc(C(=O)Nc3cccc(NS(C)(=O)=O)c3)cn12	/	-0.6%	3%	/	5%	-5%	/	i	1.6
23	CCOC(=O)N1CCN(c2nc(-c3ccccc3)c3ccccc3n2)CC1	0%	-0.2%	-7%	-25%	12%	-14%	2%	i	-1.1
24	COc1ccc(CNS(=O)(=O)c2ccc3c(c2)NC(=O)C(C)C(=O)N3)cc1 (centres undefined)	/	2.8%	/	22%	/	-29%	10%	/	/
25	C#Cc1ccc([C@H]2C=C(C(=O)N3CCN(Cc4ccccc4)CC3)O[C@@H](OCC)[C@@H]2CCCO)cc1	/	0.5%	-17%	-14%	12%	9%	-7%	i	2.2
26	CC(=O)N1CCN(c2ccc(NC(=O)c3ccco3)cc2Cl)CC1	-1%	4.8%	-7%	9%	2%	7%	17%	i	-2.6
27	Cc1cccc(NC(=O)C2COc3ccccc3O2)c1 (centres undefined)	-1%	4.1%	-15%	?	7%	-1%	3%	i	-0.3
28	COc1ccc(CNS(=O)(=O)c2cc(-c3cc(C)no3)ccc2OC)cc1OC	-2%	-0.9%	4%	6%	4%	-4%	1%	i	-2.2
29	O=C(CN1N=C(c2ccccc2)CCC1=O)NCCCN1CCc2ccccc2C1	-1%	2.3%	9%	15%	-7%	-2%	0%	i	3.0
30	Cc1cccc(NS(=O)(=O)Cc2ccccc2)n1	-2%	0.0%	25%	/	6%	0%	6%	i	-0.3
31	CCN1CCN(CCn2c(=S)[nH]c3ccccc3c2=O)CC1	0%	0.2%	0%	15%	-6%	11%	14%	i	-0.9
32	Cc1ccc(S(=O)(=O)Nc2nc3ccccc3nc2NCC2CCCO2)c(C)c1 (centres undefined)	-14%	-0.8%	-6%	-10%	2%	-17%	-5%	i	-0.9
33	CCCSc1nc2c(cnn2-c2ccc(C)cc2)c(=O)[nH]1	-2%	0.6%	-10%	18µM*	2%	-1%	-22%	i	2.5
34	COc1ccccc1CC1CC(=O)N(c2cccc(Cl)c2C)C1=O (centres undefined)	3%	-0.4%	4%	13%	4%	-9%	3%	i	2.7
35	COc1ccc(CC(=O)OCC(=O)Nc2ccc(C(=O)Nc3ccc(OC)cc3)cc2)cc1	2%	0.6%	3%	3%	6%	-25%	-3%	i	-8.1
36	O=C(CC1SC2=NCCN2C1=O)Nc1ccc(Cl)cc1 (centres undefined)	0%	2.6%	-11%[57.1 µM]	?	4%	4%	-28%	i	1.1
37	CCN(C(=O)c1ccc2c(Cl)c3c(nc2c1)CCC3)c1ccc(C)c(C)c1	-3%	-3.4%	-11%	?	0%	?	-9%	i	-0.3
38	Cc1cccc(NC(=O)CSCC(=O)N2CCN(c3cccc(C(F)(F)F)c3)CC2)c1	-3%	0.1%	-26%	4%	7%	3%	-1%	i	1.5
39	CCOC(=O)c1[nH]c2cc3c(cc2c1CCCN1C(=O)c2ccccc2C1=O)OCCO3	-1%	-0.3%	-4%	18%	2%	-20%	1%	i	-2.3
40	COc1ccc2c(C)cc(SCC(=O)Nc3nsc(-c4ccc(C(C)(C)C)cc4)n3)nc2c1	/	0.8%	/	?	/	20%	7%	/	/
41	CCc1ccccc1NC(=O)CN(C)C(=O)CSc1nnc(Nc2cccc(C)c2C)s1	-2%	0.0%	-8%	-8%	5%	2%	0%	i	0.1
42	COc1cc(C(=O)OCC(=O)NC2CCCC2)cc(NC(=O)c2ccco2)c1OC	0%	0.5%	-2%[57.1 µM]	-6%	-15%	22%	-2%	i	-0.8
43	CCOC(=O)C1(C(F)(F)F)N=C(N(C)C)OC(N(C)C)=N1	-1%	0.0%	-3%	?	-8%	8%	-1%	i	-3.3
44	Cc1noc(C)c1NC(=O)NC(c1ccccc1)c1ccccc1	0%	-0.8%	2%	-11%	2%	2%	-12%	i	1.3
45	C=CCNC(=S)NCc1ccccc1	-1%	0.4%	4%	-19%	0%	-11%	-18%	i	0.4
46	CC#CCOCC1CN(C)C(=O)O1 (centres undefined)	/	-0.1%	6%	/	0%	8%	/	i	-0.6
47	CCOc1ccc(NC(=O)Cn2c(=O)n(Cc3nc(-c4ccccc4)no3)c(=O)c3cc4c(cc32)OCO4)cc1	/	0.1%	/	15%	/	-4%	2%	/	/
48	Cc1cnc(NC(=O)CSc2nnc(Cc3ccccc3)n2C)s1	0%	-0.6%	6%	11%	-3%	0%	8%	i	0.1
49	CC1(C(=O)Nc2cccc(C#N)c2)CCN1C(=O)c1ccccc1CCc1ccccc1 (centres undefined)	/	4.9%	-2%	/	17%	?	/	i	-0.4
50	Cc1ccc(-c2noc(-c3cccs3)n2)cc1	1%	11µM*	-2%	?	14%	-19%	-5%	i	0.5
51	CCOc1cc(NC(=S)NCC2CCCO2)c(OCC)cc1NC(=O)c1ccccc1F (centres undefined)	-1%	0.9%	-11%	?	5%	15%	-8%	i	-0.6
52	COc1ccc(Cc2nnc(CCc3ccccc3)s2)cc1	1%	3.2%	-27%	?	-1%	-13%	2%	i	2.2
53	COC(=O)C1CCN(Cc2cc(=O)oc3cc(OC)ccc23)CC1	1%	2.1%	-9%	3%	2%	8%	-5%	i	-3.6
